Bioassay records: PubChem, Fisher Drug Discovery Resource Center
mcGAS MS inh: inhibitors of Mus musculus cyclic GMP-AMP synthase, initial high-throughput assay, cell-free, RapidFire MS; recombinant mouse cGAS, cGAMP by RapidFire MS; inhibition, % at 12.5 µM; hit rate 0.18% among 130,000; AID 1259397, 2018;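 active = inhibition of cGAS enzyme activity at or above 60%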;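 note: enzyme stimulated by 45 bp dsDNA with ATP and GTP substrates; cGAMP share of summed cGAMP plus half ATP and half GTP signals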
Target sequence (Q8C6L5 whole entry, looked up): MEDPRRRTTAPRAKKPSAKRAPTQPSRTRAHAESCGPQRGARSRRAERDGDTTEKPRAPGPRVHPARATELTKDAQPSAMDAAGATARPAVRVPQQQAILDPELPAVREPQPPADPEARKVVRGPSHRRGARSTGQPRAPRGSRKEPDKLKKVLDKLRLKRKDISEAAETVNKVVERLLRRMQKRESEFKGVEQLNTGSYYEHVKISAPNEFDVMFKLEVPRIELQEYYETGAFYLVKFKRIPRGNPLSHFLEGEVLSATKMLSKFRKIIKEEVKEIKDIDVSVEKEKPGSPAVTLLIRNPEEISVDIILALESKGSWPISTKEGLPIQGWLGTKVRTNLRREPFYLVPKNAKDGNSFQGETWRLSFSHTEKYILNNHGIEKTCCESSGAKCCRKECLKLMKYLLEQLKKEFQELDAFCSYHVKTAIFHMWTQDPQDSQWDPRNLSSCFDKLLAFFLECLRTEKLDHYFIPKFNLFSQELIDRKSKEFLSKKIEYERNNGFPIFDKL
An asterisk follows results filed as active; & = joins results of further samples. Only part of the results is shown. The share of hits here may be higher or lower than overall.

smiles	mcGAS MS inh
Cc1ccc(S(=O)(=O)NC(=O)NN2CC3CCCC3C2)cc1 (configuration not stated)	-5&-4&6
C=CC[C@@H]1C=C(C)C[C@H](C)C[C@H](OC)[C@H]2O[C@@](O)(C(=O)C(=O)N3CCCC[C@H]3C(=O)O[C@H](/C(C)=C/[C@@H]3CC[C@@H](O)[C@H](OC)C3)[C@H](C)[C@@H](O)CC1=O)[C@H](C)C[C@@H]2OC	5
c1ccc(CSCCSc2ncn[nH]2)cc1	-6
CC1(C(=O)Nc2ccc(Cl)c(Cl)c2)CCN1Cc1cc2ccccc2o1 (configuration not stated)	-3
CCOc1ccccc1C(=O)N1CCC2(CCCNC2)C1 (configuration not stated)	-2
CCOc1ccc(C(=O)NCc2sccc2C)cc1	-2
CC(SCc1ccccc1)C(=O)Nc1cccnc1N1CCCC1 (configuration not stated)	-1
CS(=O)(=O)Nc1cc(NC(=O)CCCc2ccccc2)ccc1F	0
CCn1c(=O)c2c(nc3n(-c4cc(C)cc(C)c4)c(C)cn23)n(C)c1=O	3
COc1cccc(C2Nc3ccccc3S(=O)(=O)N2)c1 (configuration not stated)	-1
Cc1ccccc1Cn1c(=O)c2c(nc3n(CCN4CCOCC4)c(C)c(C)n23)n(C)c1=O	-2
CCOC(=O)C1=C(C)N=c2sc(=Cc3ccoc3)c(=O)n2C1c1ccccc1 (configuration not stated)	-7
CN(Cc1nc2ccc(F)cc2[nH]1)Cc1c(C(=O)N2CCCCC2)nc2sccn12	8
Cc1ccc(F)cc1NC(=O)NC(C)c1ccco1 (configuration not stated)	-23
CSc1cc(C(=O)O)ccc1NS(=O)(=O)c1ccc(C)s1	11
COc1ccc(S(=O)(=O)N(CC(=O)N2CCC(C)CC2)Cc2ccco2)cc1	1
COC(=O)c1cccc(NC(=O)c2cc3ccccc3oc2=O)c1	-8
Cc1c(OCC(F)(F)F)ccnc1CS(=O)c1nc2ccccc2[nH]1 (configuration not stated)	-7&5&45
CCn1nc(CNC(=O)C2CC(=O)N(Cc3ccccn3)C2)c2ccccc21 (configuration not stated)	-12
O=C(Nc1cccc(F)c1)c1cnn(-c2ccccc2)c1C1CC1	-8

Next results
smiles	mcGAS MS inh
Cc1cc(C)c(-c2cc(C(=O)N(CC(=O)O)Cc3ccccc3)no2)c(C)c1	1
Cc1nc(C)c(-c2cccc(CN3CCOCC3)c2)s1	-2
CN(CC(=O)Nc1ccc(Cl)c(C(F)(F)F)c1)C(=O)c1ccc(Cl)c(N2CCCC2=O)c1	-34
O=C(Nc1ccccc1F)N1CCN(Cc2ccc3c(c2)OCO3)CC1	5
COC(=O)C(NC(=O)CCC1CCCCC1)C12CC3CC(CC(C3)C1)C2 (configuration not stated)	46
CCOc1ccc(S(=O)(=O)NCc2cccnc2N(C)C)cc1C	-8
CC(C)(C)NC(=O)NC(=O)CSc1nnc(-c2cccs2)o1	16
CCCC(=O)Nc1cc(Cl)ccc1Sc1ccc(C)cc1C	-2
Cc1cccc(N2CCC(NC(=O)CC(C)n3ccnc3C)CC2)c1 (configuration not stated)	-37
Cc1ccc(F)c(S(=O)(=O)NC(=O)C2(C)CCN2C(=O)C2(c3ccccc3)CC2)c1 (configuration not stated)	-6
CN(Cc1nc(C2CC2)no1)C1CCN(C(=O)c2ccncc2)CC1	-15
Cc1c(CN2CCSCC2)cccc1NC(=O)c1ccc2ccccc2c1	8
NC(=O)N1CCCN(CCOc2cc(Cl)cc(Cl)c2)CC1	-13
CCCCCN(C(=O)NC(=O)NC(C)CC)S(C)(=O)=O (configuration not stated)	2
Cc1cc(N2CCC(Nc3ncccn3)CC2)nc(-c2cccnc2)n1	-8
COCCn1c(C)cc(O)c(C(c2ccncc2)N2CCCCC2)c1=O (configuration not stated)	-8
CCOC(=O)C1=C(C)C(c2ccc(Cl)cc2)NC(=S)N1 (configuration not stated)	2
Cc1ccc2nc(C)c(NC(=O)c3sc(-c4ccccc4)nc3C)c(=O)n2c1	-9
O=C(N[C@H](CO)Cc1ccccc1)c1cccnc1Oc1ccc(Cl)cc1	17
CC(C)C(=O)N1CCCC(Cn2ccnc2-c2ccc(-c3ccn[nH]3)o2)C1 (configuration not stated)	-2

Retrieved by structure from the list above (7):
smiles	mcGAS MS inh
NC(=O)N1CCCN(CCOc2cc(Cl)cc(Cl)c2)CC1	-13
CN(CC(=O)Nc1ccc(Cl)c(C(F)(F)F)c1)C(=O)c1ccc(Cl)c(N2CCCC2=O)c1	-34
O=C(N[C@H](CO)Cc1ccccc1)c1cccnc1Oc1ccc(Cl)cc1	17
Cc1cccc(N2CCC(NC(=O)CC(C)n3ccnc3C)CC2)c1 (configuration not stated)	-37
CCOC(=O)C1=C(C)C(c2ccc(Cl)cc2)NC(=S)N1 (configuration not stated)	2
Cc1c(CN2CCSCC2)cccc1NC(=O)c1ccc2ccccc2c1	8
Cc1nc(C)c(-c2cccc(CN3CCOCC3)c2)s1	-2

Additional results follow:
smiles	mcGAS MS inh
COc1ccc(/C=C2\N=C(c3cccc(C)c3)OC2=O)cc1OC(C)=O	-9
CC1CCCCN1S(=O)(=O)c1cc(C(=O)O)cs1 (configuration not stated)	6
Cc1ccc(C(=O)NCC(C)(C)CNC(=O)c2ccc(C)o2)o1	-5
O=C(Cc1ccccc1)NCc1nnc(SCC(=O)c2ccccc2)n1-c1cccc(C(F)(F)F)c1	-2
CN(Cc1nnc2n1CCC2)C(=O)[C@@H]1CCCN1C(=O)c1ccco1	-1
C=CCSc1ccccc1NC(=O)Cn1nnc(-c2ccc(Cl)cc2)n1	-3
Cc1cc(C)c2[nH]c(C)c(CC(=O)N(C)C(c3ccccn3)C3CC3)c2c1 (configuration not stated)	-7
Cc1cccc(NC(=O)CCNC(=O)c2ccc3c(c2)nnn3C)c1	-18
COc1ccc(CCN=C(C)c2c(C(F)(F)F)[nH]n(-c3nc4ccccc4s3)c2=O)cc1OC	-15
COc1ccc(-n2c(-c3ccccc3)c[n+]3c2CCC3)cc1	50
Cc1cccc(-c2c(NC(=O)c3ccco3)oc3c(C)cccc3c2=O)c1	-2
O=C(CCNCc1ccccn1)NCc1ccccc1	-1
CC(C)c1[nH]n(-c2cccc(F)c2)c(=O)c1-c1ccc(N)cc1	-5
O=C(NCC(c1cccnc1)N1CCOCC1)c1ccc(Cl)s1 (configuration not stated)	-13
NC(=O)C1CCCN(Cc2ccccc2NC(=O)c2ccc(F)c(F)c2)C1 (configuration not stated)	-6
Cc1ccc(-c2nccn2-c2cccc(-c3nnc(C)s3)c2)o1	2
CN=c1scc(-c2ccc(Cl)cc2Cl)n1N=Cc1cc(OC)c(O)c(OC)c1	-28
O=C(c1ccccc1)N1CCN(Cc2ccc(-c3cncnc3)cc2)CC1	-11
O=C(NC1CC1)c1cc(-c2ccco2)n(C2CCS(=O)(=O)C2)n1 (configuration not stated)	1
CCOC(=O)c1ccc(C#N)c(SC2CCCc3ccccc32)n1 (configuration not stated)	-5

(continued)
smiles	mcGAS MS inh
CC(C(=O)NC(=O)NC1CC1)N1CCN(C(=O)c2ccccc2C(F)(F)F)CC1 (configuration not stated)	-7
CC(C)(C)OC(=O)CCC(NC(=O)C(C)(C)Oc1ccc(CCNC(=O)c2ccc(Cl)cc2)cc1)C(N)=O (configuration not stated)	2
CC(NCC1CNc2ccnn2C1)c1cc2ccccc2o1 (configuration not stated)	-9
Cc1ccc(C)c(C(C)CNC(=O)c2cnccn2)c1 (configuration not stated)	-4
COc1ccc(-c2c(-c3ccccc3)ncn2C[C@H]2CCCN2)c(Cl)c1O	-3
CC(C)Cn1c(CN(Cc2ccccn2)CC2CCCO2)cnc1S(C)(=O)=O (configuration not stated)	-8
CC(C)(C)n1ncc2c(=O)n(NC(=O)CC3CCCCC3)cnc21	-4
CC1CCN(C(=S)c2ccc(-c3cccc([N+](=O)[O-])c3)o2)CC1	4
O=C(c1cccc(-c2ccccc2)c1)N1CCC(CO)(Cc2cccc(C(F)(F)F)c2)CC1	-5
Cc1ccc(F)c(S(=O)(=O)NC(=O)C2(C)CCN2C(=O)CC2CCCCC2)c1 (configuration not stated)	-9
CC(CC(=O)NCC1CCCC1O)NC(=O)c1ccccc1 (configuration not stated)	-13
Cc1ccccc1-c1noc(CN2CCN(C(=O)c3cc(C4CC4)[nH]n3)CC2)n1	6
CC1CN(C)c2ccccc2N(Cc2cc(=O)c(O)co2)C1 (configuration not stated)	4
O=C(C1CCC1)N1CCN(C(C(=O)N2CCc3ccccc3C2)C2CCCC2)CC1 (configuration not stated)	-6
CC(Sc1nnc(CC2CCS(=O)(=O)C2)n1C)c1cccc(F)c1 (configuration not stated)	1
COc1cccc(C(=O)N2CCN(C(=O)c3cn(Cc4ccc(F)cc4)nn3)CC2)c1	-6
CC1(c2ccccc2F)NC(=O)c2ccccc2N1 (configuration not stated)	0
N#CC1C(=N)Oc2cc(O)ccc2C1c1ccc(Br)cc1 (configuration not stated)	-4
CC(C)C(=O)Nc1sc2c(c1C#N)CCC2	-11
CN(Cc1ccc(N(C)C)cc1)C(=O)C1CCC(=O)N1 (configuration not stated)	-1

Later entries:
smiles	mcGAS MS inh
Cc1cccc(COn2c(=O)c(-c3ccco3)[n+]([O-])c3ccccc32)c1	-4
CCn1c(C)cc(O)c(C(c2cccs2)N2CCC(C)CC2)c1=O (configuration not stated)	-6
O=c1oc2c(CN3CC4CC(C3)c3cccc(=O)n3C4)c(O)ccc2cc1-c1nc2ccccc2s1 (configuration not stated)	0
CCc1ccc2c(C)nc(NC3=NC(C)(C)C=C(C)N3)nc2c1	-18&-8
Cn1c(=O)c2c(nc(CN3CCCCC3)n2Cc2ccc(Cl)c(Cl)c2)n(C)c1=O	1
COc1ccc(S(=O)(=O)N2CCCCC2CC(=O)Nc2ccc(F)cc2F)cc1 (configuration not stated)	-5
Cc1c(C)n2c3c(=O)n(Cc4ccc(Cl)cc4)c(=O)n(C)c3nc2n1CCCO	-11
CC(C)(C)NCc1nc(-c2ccc(F)cc2)no1	-11
S=C1SC2CCCCC2S1 (configuration not stated)	4
CSc1ncccc1C(=O)N(CCC#N)CC1CCCO1 (configuration not stated)	-4
O=C(c1ccc(F)cc1)C1CCN(CCCCc2ccccc2)CC1	-9
COc1ccc(C(=O)NC2CC2)c(OC2CCN(CC3CCOC(C)(C)C3)CC2)c1 (configuration not stated)	-5
Fc1cccc(F)c1Cn1ccnc1-c1cnc[nH]1	-10
O=C(COC(=O)C1CCCC1)NCCNC(=O)COC(=O)C1CCCC1	-2
Cc1ncccc1C(=O)N1CC[C@@H](N2CCN(c3ccccc3F)CC2)[C@H](O)C1	-10
CC(Sc1nncn1C1CC1)C(=O)Nc1cccc([N+](=O)[O-])c1 (configuration not stated)	-2
CN1C(=O)CC(C)(C(=O)O)c2ccccc21 (configuration not stated)	7
Cc1ccccc1-c1ccccc1C(=O)N1CCC2(CN(C)C(=O)O2)C1 (configuration not stated)	-19
CC1Nc2ccccc2NC1C (configuration not stated)	5
Cc1ccccc1NC(=O)c1nn(C)cc1[N+](=O)[O-]	-18

(next part)
smiles	mcGAS MS inh
Cc1nonc1C1CCCN1c1ccc(-c2nc(C3CC3)no2)cn1 (configuration not stated)	5
CC(=O)c1c(C)oc2ccc(N(C(=O)c3ccccc3)S(=O)(=O)c3ccccc3)cc12	-1
CC1c2ccsc2CCN1C(=O)C1CCN(S(=O)(=O)c2ccc(C#N)cc2)CC1 (configuration not stated)	-5
COCC1CCN(c2nc3nonc3nc2NCc2cccs2)CC1	-1
COc1ccc(N2CCN(C3CCCN(C4Cc5ccccc5C4)C3)CC2)cc1 (configuration not stated)	-9
Cc1ccc(C)c(-c2cn3c(C(=O)N(C)Cc4cn(C)nc4C)csc3n2)c1	-3
Cc1nc(COc2ccc(C(=O)OCC(=O)Nc3ccc(N=Nc4ccccc4)cc3)cc2)no1	-1
N#CCOc1ccc(NC(=O)Nc2cccc(Cl)c2)cc1	-10
O=C(Nc1ccccc1)O/N=C\c1ccccc1	-11
CCOC(=O)C1=C(C)Nc2ncnn2C1c1ccc(OC(F)F)c(OC)c1 (configuration not stated)	-11
CN1C(=O)C(=O)C(=C(O)c2ccccc2)C1c1ccc(I)cc1 (configuration not stated)	-1
CN=c1scc(-c2ccc(Cl)cc2Cl)n1/N=C\c1ccsc1	-7
O=C1CN(CC(=O)N2CCCCC2CCN2CCOCC2)CCN1 (configuration not stated)	-13
COc1ccc(C)cc1N1CCn2c1nc1c2c(=O)n(CC(C)=O)c(=O)n1C	-4
CC(c1ccc(Cl)cc1)C(C)N(C)C(=O)NCc1nccn1C (configuration not stated)	-11
CCN(C(=O)c1ccccc1N1CCC(NC(=O)Cc2ccccc2)CC1)C(C)C	-12
CCCc1cc(C(=O)N2CCCC(COc3ccc(C)cc3)C2)no1 (configuration not stated)	-7
Cc1ccccc1OCC(=O)NCCCS(=O)(=O)N1CCc2ccccc2C1	-6
CC1(C(=O)NCC2CCCCC2)CCN1Cc1csc2ccccc12 (configuration not stated)	-7
Cc1noc(C)c1CC(=O)Nc1cc(Cl)ccc1Sc1nccn1C	-15
CC(=O)C1=C(C)Nc2ncnn2C1c1ccc(C)o1 (configuration not stated)	6

Given with each value named: entries from further up
mol: Cc1ccccc1OCC(=O)NCCCS(=O)(=O)N1CCc2ccccc2C1
  mcGAS MS inh = -6
mol: CC1(C(=O)NCC2CCCCC2)CCN1Cc1csc2ccccc12 (configuration not stated)
  mcGAS MS inh = -7
